Y pestis TopoI = Yersinia pestis topoisomerase I inhibitors, primary screen, biochemical, cleavage product accumulation, plate reader, single point | DNA topoisomerase I (Yersinia pestis CO92) | Y. pestis Topo-I cleavage product accumulation | activity, % at 10 µM | hit rate 0.064% among 360,000 | AID 504884, 2011; in the data active = activity above about 50%, passing the limit was not always enough; note: inactives centre near 2
TcdB GH inh = TcdB glycohydrolase inhibitors, primary screen, biochemical, single point, plate reader; Toxin B (Clostridioides difficile), P18177; TcdB glycohydrolase enzymatic assay; inhibition, % at 9.99 µM; hit rate 0.24% among 350,000; AID 652162, 2013; in the data active = inhibition above about 10%
Rv3671c inh = Rv3671c serine protease inhibitors, primary screen, biochemical, fluorescence polarization, M. tuberculosis H37Rv. P9WHR9. inhibition, % at 5.96 µM. hit rate 0.048% among 320,000. AID 2606, 2010; in the data active = inhibition above about 38%;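 note: extracellular domain of Rv3671c used as enzyme; 0% = enzyme with DMSO and 100% = no enzyme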
Target sequence (P9WHR9 whole entry, looked up, the tested form may be a part): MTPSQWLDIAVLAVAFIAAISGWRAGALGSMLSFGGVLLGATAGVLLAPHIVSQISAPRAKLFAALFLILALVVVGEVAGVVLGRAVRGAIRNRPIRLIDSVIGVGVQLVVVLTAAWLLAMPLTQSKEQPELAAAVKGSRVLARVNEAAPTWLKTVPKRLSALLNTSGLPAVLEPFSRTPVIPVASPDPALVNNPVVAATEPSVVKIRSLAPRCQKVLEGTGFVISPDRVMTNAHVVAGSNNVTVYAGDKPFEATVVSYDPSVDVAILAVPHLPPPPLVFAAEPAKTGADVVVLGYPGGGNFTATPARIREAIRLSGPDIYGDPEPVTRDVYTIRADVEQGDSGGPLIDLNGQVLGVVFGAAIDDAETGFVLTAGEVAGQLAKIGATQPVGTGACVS
DUSP3 inh = VHR1 phosphatase inhibitors, primary screen, biochemical, absorbance, uHTS; recombinant VHR phosphatase, pNPP absorbance; inhibition, % at 13.3 µM; Dual specificity protein phosphatase 3 (Homo sapiens), P51452; hit rate 0.52% among 290,000; in the data active = inhibition above about 50%; note: some compounds called inactive have numbers as strong as hits
Target sequence (P51452 whole entry, looked up): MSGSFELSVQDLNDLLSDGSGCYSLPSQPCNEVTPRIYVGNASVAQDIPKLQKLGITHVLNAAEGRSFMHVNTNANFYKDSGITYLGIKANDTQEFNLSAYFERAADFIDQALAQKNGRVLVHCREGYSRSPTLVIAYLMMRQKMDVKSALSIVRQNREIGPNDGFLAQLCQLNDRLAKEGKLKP
BH1578 lux ind = inducers of Vibrio cholerae quorum light production without autoinducers, primary screen, BH1578 luxS cqsA deficient, single point; V. cholerae BH1578 lux reporter, luminescence, 6 h; activation, % at 18.7 µM; hit rate 0.16% among 350,000; in the data active = activation mostly above about 9.7%, no sharp cut-off; note: not every result past the cut was called active; inactives centre near 0; reference of the scale not given here
MazEF act = activators of E. coli MazEF toxin-antitoxin RNase, primary screen, biochemical, fluorescence, uHTS | Endoribonuclease toxin MazF (Escherichia coli (strain K12)), P0AE70 | FAM/BHQ RNA-DNA oligo cleavage fluorescence, 5 h | activation, % at 20 µM | hit rate 0.32% among 350,000; in the data active = activation above about 50%
Target sequence (P0AE70 whole entry, looked up): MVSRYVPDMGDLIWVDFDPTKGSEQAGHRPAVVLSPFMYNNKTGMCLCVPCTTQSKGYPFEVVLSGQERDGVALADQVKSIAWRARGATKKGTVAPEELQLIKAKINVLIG
PrPC surface inh = inhibitors of human cell surface prion protein PrPC, primary screen, cell-based, TR-FRET; Major prion protein (Homo sapiens), P04156; TR-FRET read-out; AID 720596, 2013; inhibition, % at 13.8 µM; hit rate 0.43% among 370,000; in the data active = inhibition above about 24%; note: 0% = median of the test wells and 100% = reference compound wells
SSB-PriA inh = inhibitors of Klebsiella pneumoniae PriA binding to SSB C-terminal tail, primary screen, biochemical, AlphaScreen; inhibition, % at 33 µM; AlphaScreen SSBct-PriA binding, biotinylated peptide; AID 1272365, 2023; hit rate 0.6% among 430,000; in the data active = inhibition mostly above about 37%, no sharp cut-off; inactive = mostly below about 20%;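 note: plate controls were negative control peptide for no effect and reference peptide for full effect; strong numbers were not always called active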
CCHFV vOTU inh = CCHFV vOTU protease inhibitors, primary screen, biochemical, Pep-AMC substrate, fluorescence; inhibition, % at 11.5 µM; hit rate 0.55% among 370,000; Crimean-Congo hemorrhagic fever virus L polyprotein viral ovarian tumor (vOTU) protease …; in the data active = inhibition above about 30%; note: 0% = vehicle wells with enzyme and 100% = no enzyme wells
3CLpro inhibitor = SARS-CoV 3CLpro protease inhibitors, primary screen, biochemical, quenched FRET. Replicase polyprotein 1ab (Severe acute respiratory syndrome coronavirus), P0C6X7. hit rate 0.14% among 290,000. recombinant SARS-CoV 3CLpro, quenched FRET peptide cleavage. inhibition, % at 6 µM; in the data active = inhibition above about 12%
* marks the source's active call; other numbers are inactive results; i = inactive; . = no result given; & = joins results of further samples.

smiles	Y pestis TopoI	TcdB GH inh	Rv3671c inh	DUSP3 inh	BH1578 lux ind	MazEF act	PrPC surface inh	SSB-PriA inh	CCHFV vOTU inh	3CLpro inhibitor
COC(=O)c1ccc2c(=O)n(CCN3CCOCC3)c(SCC(=O)Nc3ccc(OC)cc3OC)nc2c1	-4	2.0	-4	-2	-0.7	46	5	2	0	-4
O=S(=O)(N/N=C\c1cccn1-c1ccccc1)c1ccc2ccccc2c1	12	.	-12	4	4.6	4	4	.	5	-7
O=C(OCC(=O)N1CCCC1=O)c1ncc(Cl)c(Cl)c1Cl	-3	-2.6	1	.	i	4	0	1	1	.
CC(C)C(=O)Nc1nc(-c2ccc3c(c2)CCN3C(=O)C2CC2)cs1	-4	0.1	-5	12	-0.9	8	-3	5	-4	-7
CN(Cc1ccccc1)C(=O)c1cccc(NC(=O)Cc2ccc(NC(=O)C3CCN(C(=O)c4ccccc4)CC3)cc2)c1	14	-0.4	.	.	-1.4	3	-2	-6	-2	.
CC1CC(C)CN(C(=O)CCNS(=O)(=O)c2cccs2)C1 (stereo unspecified)	0	0.2	-1	0	-0.2	-2	-4	-12	0	-2
CN(C(=O)COC(=O)c1ccc([N+](=O)[O-])cc1)c1ccccc1	4	0.6	0	26	0.4	9	1	-1	12	-3
COC(=O)c1ccc2c(=O)[nH]c(COC(=O)CCC(=O)c3ccc(Cl)cc3)nc2c1	-5	3.2	-6	.	i	-12	-5	-20	15	.
CCN(CC(=O)Nc1cc(Cl)ccc1C)C(=O)CCS(=O)(=O)c1ccc(Cl)cc1	18	0.6	0	7	-2.9	-3	-1	-12	14	-2
Cc1nnc(SCC(=O)N2CCN(c3ccccc3)CC2)n1C1CC1	6	-0.3	-1	.	i	-1	-4	4	4	.
CCN(CC(=O)Nc1cccc(S(=O)(=O)N2CCCC2)c1)CC(=O)Nc1ccccc1OC	29	0.2	5	12	-0.9	1	4	-9	-5	0
COc1cc(CN2CCC(C(=O)NC(c3ccc(F)cc3)c3ncccc3C)CC2)cc(OC)c1 (stereo unspecified)	19	0.7	.	.	-0.3	.	-11	.	-9	.
O=C(Nc1nc(-c2ccccc2)c(C(=O)c2ccccc2)s1)c1ccc(S(=O)(=O)N2CCCCC2)cc1	1	.	2	-8	-0.2	-8	9	-9	3	-5
Cc1ccc(/C=N/Nc2ccnc3cc(Cl)ccc23)c(C)c1	-12	1.1	28	87*	i	17	6	.	6	3
COc1ccc(C(C#N)=C2C=CC(=NO)C=C2)cc1	-21	5.4	1	9	-0.8	7	-14	4	5	-1

smiles	Y pestis TopoI	TcdB GH inh	Rv3671c inh	DUSP3 inh	BH1578 lux ind	MazEF act	PrPC surface inh	SSB-PriA inh	CCHFV vOTU inh	3CLpro inhibitor
O=C(Nc1ccc(C(=O)N2CCCC2)cc1)c1ccc(F)cc1Cl	0	2.0	8	28	0.5	-3	-3	-2	-3	7
Cc1ccc(Cn2nnnc2CN2CCC(n3nnc4ccccc43)CC2)cc1	3	.	-11	36	-0.2	5	2	-3	0	1
Cn1c(=O)c2c(nc(N3CCCC3)n2C)n(C)c1=O	6	0.6	-2	2	-1.0	3	10	4	-3	2
Cc1nc2nc(SCC(=O)NCCCN3CCOCC3)nn2c(C)c1Cc1ccccc1	4	1.1	18	27	-0.4	7	1	-4	3	-2
Brc1ccc(/C=N/n2cnnc2)s1	1	1.4	-7	21	-0.2	4	-9	i	7	0
CCCCN(CCCC)CC1OCc2ccccc2CO1	5	.	5	3	i	-8	-5	-8	-2	3
Cc1ccsc1C(=O)OC(C)C(=O)NC1CCCCC1C (stereo unspecified)	1	-9.2	.	.	i	1	5	-19	18	.
C[C@H]1CN([C@@H](C)CO)C(=O)CCCn2nncc2CO[C@@H]1CN(C)C(=O)c1ccc(N2CCN(C)CC2)cc1	5	-0.4&0.0	.	.	i	4	5	.	-7	.
O=C(O)C1(c2ccccc2)CCN(S(=O)(=O)c2cccc(Cl)c2)CC1	6	0.4	8	0	-0.3	4	7	-9	-2	2
O=C1CCCC2=C1C(c1ccccn1)Nc1ccc(C(=O)c3ccccc3)cc1N2 (stereo unspecified)	11	2.2	7	5	1.5	-2	-2	-1	5	-3
Cc1ccnc(NS(=O)(=O)c2cc([N+](=O)[O-])ccc2C)c1	5	1.0	0	23	i	0	-1	-8	-3	-1
O=c1c2ccccc2nc(SCc2cc(F)ccc2F)n1C1CCCC1	1	.	-4	11	-3.3	5	-8	-8	-7	0
Cc1ccc(N2CC(C(=O)N3CCC(C(=O)Nc4nnc(C(C)(C)C)s4)CC3)CC2=O)cc1 (stereo unspecified)	27	-1.5	1	31	-0.2	5	-6	3	5	4
Cc1c(Cl)ccc2sc(N3CCN(C(=O)C4=COCCO4)CC3)nc12	20	1.7	6	.	i	1	8	-1	-11	.
CCn1ncc(C2=NOC(C(=O)Nc3ccccc3C(=O)OC)C2)c1C (stereo unspecified)	16	0.3	-6	0	i	3	3	-10	-9	-3

As a short view, 14 of the compounds above:
smiles	Y pestis TopoI	TcdB GH inh	Rv3671c inh	DUSP3 inh	BH1578 lux ind	MazEF act	PrPC surface inh	SSB-PriA inh	CCHFV vOTU inh	3CLpro inhibitor
Cc1ccc(/C=N/Nc2ccnc3cc(Cl)ccc23)c(C)c1	-12	1.1	28	87*	i	17	6	.	6	3
COc1ccc(C(C#N)=C2C=CC(=NO)C=C2)cc1	-21	5.4	1	9	-0.8	7	-14	4	5	-1
O=C(Nc1ccc(C(=O)N2CCCC2)cc1)c1ccc(F)cc1Cl	0	2.0	8	28	0.5	-3	-3	-2	-3	7
Cc1ccc(Cn2nnnc2CN2CCC(n3nnc4ccccc43)CC2)cc1	3	.	-11	36	-0.2	5	2	-3	0	1
Cn1c(=O)c2c(nc(N3CCCC3)n2C)n(C)c1=O	6	0.6	-2	2	-1.0	3	10	4	-3	2
Cc1nc2nc(SCC(=O)NCCCN3CCOCC3)nn2c(C)c1Cc1ccccc1	4	1.1	18	27	-0.4	7	1	-4	3	-2
Brc1ccc(/C=N/n2cnnc2)s1	1	1.4	-7	21	-0.2	4	-9	i	7	0
CCCCN(CCCC)CC1OCc2ccccc2CO1	5	.	5	3	i	-8	-5	-8	-2	3
Cc1ccsc1C(=O)OC(C)C(=O)NC1CCCCC1C (stereo unspecified)	1	-9.2	.	.	i	1	5	-19	18	.
C[C@H]1CN([C@@H](C)CO)C(=O)CCCn2nncc2CO[C@@H]1CN(C)C(=O)c1ccc(N2CCN(C)CC2)cc1	5	-0.4&0.0	.	.	i	4	5	.	-7	.
O=C(O)C1(c2ccccc2)CCN(S(=O)(=O)c2cccc(Cl)c2)CC1	6	0.4	8	0	-0.3	4	7	-9	-2	2
O=C1CCCC2=C1C(c1ccccn1)Nc1ccc(C(=O)c3ccccc3)cc1N2 (stereo unspecified)	11	2.2	7	5	1.5	-2	-2	-1	5	-3
Cc1ccnc(NS(=O)(=O)c2cc([N+](=O)[O-])ccc2C)c1	5	1.0	0	23	i	0	-1	-8	-3	-1
O=c1c2ccccc2nc(SCc2cc(F)ccc2F)n1C1CCCC1	1	.	-4	11	-3.3	5	-8	-8	-7	0

More records.
smiles	Y pestis TopoI	TcdB GH inh	Rv3671c inh	DUSP3 inh	BH1578 lux ind	MazEF act	PrPC surface inh	SSB-PriA inh	CCHFV vOTU inh	3CLpro inhibitor
CCN(C(=O)CN1CCN(S(=O)(=O)c2cc(Cl)ccc2Cl)CC1)c1c(N)n(Cc2ccccc2)c(=O)[nH]c1=O	10	.	13	2	-0.3	0	-5	-14	-11	-5
COc1ccc2cc(C3OCCO3)c(Cl)nc2c1	1	0.6	-4	-5	-1.1	2	3	0	11	-1
COCCCn1c(SCC(=O)NC2CCCCC2)nnc1-c1ccco1	4	1.0	2	25	-0.4	12	2	3	2	0
CCCc1ccc(C(C)NC(=S)NCc2ccc(F)cc2)cc1 (stereo unspecified)	13	0.2	2	10	i	-6	2	-12	14	6
COc1ccc(Nc2nc(-c3cccs3)cs2)c(OC)c1	-10	.	-5	43	-0.2	-3	4	21	16	0
CC(C)(C)NC(=O)CN(CC1CCCO1)C(=O)CNS(=O)(=O)c1ccc(F)cc1 (stereo unspecified)	3	-0.8	-3	22	-0.3	9	-9	4	7	3
CN(CC(=O)NC(=O)NCc1ccco1)Cc1nc2ccccc2c(=O)[nH]1	5	.	6	10	-1.8	10	-3	3	-5	-2
COc1cc(/C=C/C(=O)c2ccc(NS(=O)(=O)c3ccc(C)cc3)cc2)ccc1OC(F)F	-17	.	-29	-10	-0.6	-6	-4	-12	16	2
O=C(COC(=O)COc1ccc(Br)cc1)NCCC1=CCCCC1	23	-1.0	3	0	-0.8	-3	6	1	7	4
CCCNC(=O)c1cc(C2CCCCN2C(=O)OCC(C)C)on1 (stereo unspecified)	0	-0.4	.	.	0.0	.	1	.	5	.
CC(=O)Nc1nonc1-c1ccccc1	0	.	-5	32	i	-2	5	-25	2	-2
Cc1ccc(-c2nnc(Nc3ccc(O)cc3)c3ccccc23)cc1S(=O)(=O)NCCO	-2	-3.3	.	13	-0.7	5	-17	2	-1	-3
C=CCn1c(-c2cc(Cl)ccc2OC)n[nH]c1=S	2	.	1	28	i	4	-1	-12	8	5
Cc1ccc(-c2n[nH]c(=S)n2/N=C/c2ccc(C(=O)O)cc2)cc1	5	8.3	-4	26	-2.8	2	-8	.	8	-1
CCCCC(NS(=O)(=O)c1ccc(OC)cc1)C(=O)O (stereo unspecified)	-8	.	11	-19	i	7	2	-15	-3	-1

smiles	Y pestis TopoI	TcdB GH inh	Rv3671c inh	DUSP3 inh	BH1578 lux ind	MazEF act	PrPC surface inh	SSB-PriA inh	CCHFV vOTU inh	3CLpro inhibitor
Cc1c(C(=O)NCc2ccco2)oc2c(F)cccc12	2	0.8	6	.	i	-3	-2	-5	-6	.
CC(=O)c1c(C)[nH]c(C(=O)COC(=O)c2cccnc2Cl)c1C	9	-5.5	4	.	i	6	-1	-9	20	.
CC1CCc2c(sc3nc(CN4CCOCC4)nc(NS(=O)(=O)c4cccc([N+](=O)[O-])c4)c23)C1 (stereo unspecified)	25	.	7	-5	3.2	3	-3	14	-8	7
COc1ccc(S(=O)(=O)Nc2ccccc2N2CCOCC2)cc1[N+](=O)[O-]	0	-1.3	11	1	0.5	6	2	1	7	0
COc1cccc(-n2c(CN3CCN(c4cccc(C)c4)C(C)C3)nc3ccc([N+](=O)[O-])cc3c2=O)c1 (stereo unspecified)	19	-4.1	-13	2	-0.6	10	-12	6	-7	5
COc1ccc(N2C(=O)N(Cc3ccc(C)cc3)c3ccccc3S2(=O)=O)cc1	22	0.9	6	6	-0.2	-3	-4	-14	-6	0
Cc1ccc(N2C(=O)C3C(C2=O)N2CCCN2C3c2ccccc2)cc1C (stereo unspecified)	2	-1.5	-1	14	0.3	-1	4	-17	-5	1
CCN(CC)S(=O)(=O)c1ccc(NC(=O)c2ccc(N(C)S(C)(=O)=O)cc2)cc1	-3	.	-6	18	-1.0	6	-1	5	10	3
CCCCCCNC(=O)CC(NS(=O)(=O)c1ccc(NC(C)=O)cc1)C(C)C (stereo unspecified)	-14	.	3	19	-0.3	-2	-4	-3	-3	5

High-throughput results: PubChem BioAssay, several laboratories

These rows are one share of the data; count on the stated rates, not on these rows.
